Source: PubChem BioAssay
HSF-1 act = increases HSF-1 driven luciferase reporter signal; NIH3T3-HGL HSF-1 luciferase reporter, MG132, 8 h; 100% = twice DMSO control signal; activation, % at 9 µM; actives 1.7% (n = 300,000); AID 504408;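 active = mean replicate activation of at least 50% with a set share of replicates each reaching 50%; inconclusive = only one of those two conditions met; inactive = mean below 50% and too few replicates reaching it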;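 note: 0% = median of the neutral control wells and 100% = twice that signal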
Platelet DG rel = platelet dense granule release activity; human platelet-rich plasma, SFLLRN dense granule ATP release, luminescence; inhibition, %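 (compounds screened at 7.5 µM in platelet-rich plasma)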; actives 0.22% (n = 300,000); AID 1663;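 active = mean replicate score, as percent of positive control, at or above 50; inconclusive = mean below 50 but at least one replicate at or above 50; inactive = mean and every replicate below 50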
PolyA inhibitor = yeast polyadenylation inhibition; calls only at 12 µM; S. cerevisiae SKY197-pL101 polyadenylation reporter, beta-gal luminescence; efflux-impaired pdr1/pdr3 knockout yeast; score 100 = 6 SD above DMSO; actives 0.02% (n = 300,000);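 active = lowest replicate activity score at least 50, where 100 means six control SD above control mean; inconclusive = lowest score under 50 but half or more replicates reach 50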;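 note: yeast exposed to compound for 9 h at 30 °C; higher score means more reporter readthrough which indicates perturbed polyadenylation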
GSK3 alpha inh = inhibitors of human GSK-3 alpha kinase. ADP-Glo luminescence, 60 min. actives 0.1% (n = 320,000). AID 2650. P49840. inhibition, % at 10 µM;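 in the data active = inhibition above about 50%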;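 note: GST-tagged GSK-3 alpha with peptide substrate and 25 µM ATP; 0% = DMSO neutral wells and 100% = GW8510 positive control wells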
Target sequence (P49840 whole entry, looked up): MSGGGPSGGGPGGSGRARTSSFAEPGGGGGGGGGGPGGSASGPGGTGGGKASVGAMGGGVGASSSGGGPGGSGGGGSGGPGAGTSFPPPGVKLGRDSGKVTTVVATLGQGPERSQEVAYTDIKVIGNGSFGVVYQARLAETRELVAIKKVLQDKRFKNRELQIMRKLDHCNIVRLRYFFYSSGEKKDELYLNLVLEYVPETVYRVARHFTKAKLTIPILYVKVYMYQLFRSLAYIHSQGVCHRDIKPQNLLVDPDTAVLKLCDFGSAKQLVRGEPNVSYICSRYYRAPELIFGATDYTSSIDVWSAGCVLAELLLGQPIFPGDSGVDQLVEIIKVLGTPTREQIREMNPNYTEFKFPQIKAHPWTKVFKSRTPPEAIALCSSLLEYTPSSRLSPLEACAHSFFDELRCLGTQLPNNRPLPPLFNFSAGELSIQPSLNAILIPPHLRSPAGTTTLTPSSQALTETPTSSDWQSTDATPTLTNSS
HDAC3 inh = inhibitors of human histone deacetylase 3; recombinant HDAC3, fluorogenic peptide/trypsin coupled, fluorescence; inhibition, % at 8.3 µM; actives 0.15% (n = 320,000); in the data active = inhibition above about 26%, passing the limit was not always enough; inconclusive = no clear call, values can overlap the other calls
HSF1 inhib = HSF1 inhibition; NIH3T3-HGL HSE-luciferase, MG132-induced, luminescence 8 h; hits give low values; activity change, negative = inhibition, % at 7.5 µM (by protocol); actives 0.77% (n = 300,000); AID 2098;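 active = more than half of replicate wells show activity change below -50%, luminescence cut by over half; inconclusive = some wells, but at most half, below -50%; inactive = no replicate well below -50%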;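 note: luciferase reports HSF-1 transcriptional activity via heat shock element; 0% = median of DMSO wells and -100% = zero luminescence signal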
AI-2 QS modul = modulates the Vibrio harveyi AI-2 quorum sensing system. activity change, % at 7.5 µM. Vibrio harveyi JMH597 AI-2 luminescence/OD600 ratio, 9 h; hits give low values; strain lacks LuxN and CqsS sensors; 0 = neutral-control median. AID 2094. actives 0.4% (n = 300,000); in the data active = activity change below about -75%, passing the limit was not always enough; inconclusive = no clear call, values can overlap the other calls;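 note: luminescence divided by OD600 gain over 9 h not by final OD600 alone; inactives centre near 13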
Dyrk1A ADPGlo = inhibitors of rat Dyrk1A kinase | ADP-Glo luminescence, NFATc1 peptide | actives 0.43% (n = 310,000) | AID 504441 | inhibition, % at 12.5 µM | Q63470; in the data active = inhibition above about 50%;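 note: plate controls were vehicle with enzyme for no effect and no enzyme for full effect; many of its hits are not listed in these tables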
HSP90 refold inh = inhibitors of HSP90 luciferase refolding in rabbit reticulocyte lysate; actives 0.91% (n = 290,000); inhibition, % at 5.6 µM; luciferase refolding luminescence, 3 h;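 active = inhibition above the screen-wide mean plus 3 SD, computed separately per campaign, cut at about 16% in these data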;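 note: 0% = DMSO wells and 100% = 60 µM geldanamycin wells; inhibitors lower the luminescence because luciferase stays unfolded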
GSK3B inh = inhibitors of human GSK3beta kinase. P49841. GST-GSK3beta kinase, ADP-Glo luminescence, 60 min; hits give low values. activity score (negative = inhibition), % at 10 µM. actives 0.038% (n = 300,000);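 active = more than half of replicate wells score below -50%, meaning over 50% inhibition versus plate controls; inconclusive = some replicates but at most half score below -50%; inactive = no replicate scores below -50%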;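 note: 0% = median DMSO wells and -100% = median GW8510 positive control wells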
Target sequence (P49841 whole entry, looked up): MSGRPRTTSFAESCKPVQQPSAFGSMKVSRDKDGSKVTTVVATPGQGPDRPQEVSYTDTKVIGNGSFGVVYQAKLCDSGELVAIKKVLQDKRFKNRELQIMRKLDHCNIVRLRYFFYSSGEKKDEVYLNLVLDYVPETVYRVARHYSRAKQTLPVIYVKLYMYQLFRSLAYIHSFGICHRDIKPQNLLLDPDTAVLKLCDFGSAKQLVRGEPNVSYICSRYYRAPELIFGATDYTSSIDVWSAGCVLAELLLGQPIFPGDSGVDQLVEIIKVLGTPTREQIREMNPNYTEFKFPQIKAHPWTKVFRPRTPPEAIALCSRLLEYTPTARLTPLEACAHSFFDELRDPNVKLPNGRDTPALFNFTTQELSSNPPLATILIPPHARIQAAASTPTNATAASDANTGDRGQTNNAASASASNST
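Test system: GST-tagged human GSK3beta kinase, cell-free; evaluation: activity score scaled between in-plate DMSO and GW8510 controls; measured by: ADP-Glo luminescence; incubation: 60 min reaction, RT; benchmarks: DMSO and 20 µM GW8510; reagent: peptide substrate plus 25 µM ATP (final); medium: Tris/MgCl2 kinase buffer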
Starred values were filed as active, the others as inactive; i = inactive; ? = inconclusive; · = no result given.

Start of the listing, in advance, 6 compounds:
molecule	HSF-1 act	Platelet DG rel	PolyA inhibitor	GSK3 alpha inh	HDAC3 inh	HSF1 inhib	AI-2 QS modul	Dyrk1A ADPGlo	HSP90 refold inh	GSK3B inh
Cn1c(CC(=O)Nc2ccccc2F)nnc1SCC(=O)NC1=NCCS1	6	-11	i	-1	0	-5	25	17	-3	0
COC(=O)c1cc(OC)c(OC)cc1NC(=S)Nc1cc(Cl)ccc1OC	0	-7	i	-1	0	1	-4	1	4	2
COc1ccccc1N1CCN(C(=S)Nc2cccc(C)c2)CC1	-48	-3	i	-1	6	?	-2	0	27*	-3
Cc1ccc(-n2nc3cc(C)c(NC(=S)NC(=O)/C=C/c4ccco4)cc3n2)cc1	-21	8	i	3	2	-9	15	6	12	-4
CN1CCC(=NNC(=O)CN(c2cccc(Br)c2)S(C)(=O)=O)CC1	5	12	i	3	-2	-1	-6	2	3	3
Cc1ncoc1C(=O)N1CCCC(C(=O)c2ccc(-c3ccccc3)c(F)c2)C1 (centres undefined)	24	8	i	-2	·	0	11	1	-3	0

Main list (from the top)
molecule	HSF-1 act	Platelet DG rel	PolyA inhibitor	GSK3 alpha inh	HDAC3 inh	HSF1 inhib	AI-2 QS modul	Dyrk1A ADPGlo	HSP90 refold inh	GSK3B inh
Cn1c(CC(=O)Nc2ccccc2F)nnc1SCC(=O)NC1=NCCS1	6	-11	i	-1	0	-5	25	17	-3	0
COC(=O)c1cc(OC)c(OC)cc1NC(=S)Nc1cc(Cl)ccc1OC	0	-7	i	-1	0	1	-4	1	4	2
COc1ccccc1N1CCN(C(=S)Nc2cccc(C)c2)CC1	-48	-3	i	-1	6	?	-2	0	27*	-3
Cc1ccc(-n2nc3cc(C)c(NC(=S)NC(=O)/C=C/c4ccco4)cc3n2)cc1	-21	8	i	3	2	-9	15	6	12	-4
CN1CCC(=NNC(=O)CN(c2cccc(Br)c2)S(C)(=O)=O)CC1	5	12	i	3	-2	-1	-6	2	3	3
Cc1ncoc1C(=O)N1CCCC(C(=O)c2ccc(-c3ccccc3)c(F)c2)C1 (centres undefined)	24	8	i	-2	·	0	11	1	-3	0
CCNc1nc(-c2ccc(OC(F)F)cc2)c(C)s1	12	0	i	-3	3	17	-13	1	-3	3
O=C(Nc1cc(Cl)ccc1-n1cncn1)C1CC1	-18	·	i	-2	2	-2	18	10	·	-3
Cc1nc2nc(C)n(-c3ccccc3)c2s1	·	·	·	-1	4	·	·	-1	-2	·
CCCCc1cc(=O)oc2c(C)c(OCC(=O)NCCN3CCOCC3)ccc12	17	-9	i	1	-5	27	21	4	-2	4
Cc1c(OC(C)C(=O)NCCN2CCOCC2)ccc2c3c(c(=O)oc12)CCCC3 (centres undefined)	-51	18	i	2	-23	-40	34	0	-1	-2
Clc1cccc(Cl)c1-c1noc(-c2ccno2)n1	7	-15	i	-2	-9	-1	8	·	1	0
Nc1nnnn1N=C1CCCCC1	0	3	i	0	-3	-1	11	8	1	-1
COc1ccc(NC(=O)C2CCN(S(=O)(=O)c3ccc4c(c3)NC(=O)CO4)CC2)cc1	-1	5	i	-1	6	-3	12	-3	-3	4
COC(=O)c1ccc(COc2ccc(-c3nnn(CC(=O)NC(C)(C)C)n3)cc2)cc1	-24	-19	i	0	-1	-18	4	-4	-8	-1
O=C(NC(=S)N1CCCCCC1)c1ccc(Cl)cc1Cl	4	3	i	-6	-1	-4	20	-2	3	-2
CCOP(=O)(OCC)c1cccc(P(=O)(c2ccccc2)c2ccccc2)c1O	-6	4	i	-3	-3	3	29	-7	-3	3
O=c1c2ccccc2nc(/C=C/c2c[nH]c3ccccc23)n1CCO	-2	0	i	3	8	18	-6	·	2	0
CCOC(=O)c1ccc(NC(=S)Nc2ccc3[nH]c(=O)[nH]c3c2)cc1	-46	5	i	-2	3	-37	11	-3	1	1
CCn1c(=O)c(C(=O)NCCCO)c(O)c2ccccc21	-16	3	i	1	-3	-2	14	5	1	-1
Cc1ccc(-n2c(N)c(C(=O)N3CCN(C)CC3)sc2=S)cc1	1	4	i	-2	11	-5	7	9	-1	3
CCOC(=O)N1CCN(c2cc(NCCO)c([N+](=O)[O-])c3nonc23)CC1	-2	-5	i	1	2	-3	5	·	-1	4
CC(NC(=O)c1ccc(S(C)(=O)=O)cc1)c1cccc2ccccc12 (centres undefined)	2	-6	i	5	1	-1	12	1	4	1
O=S(=O)(c1ccccc1)C1Cc2ccccc2C1Cl (centres undefined)	2	3	i	-2	-7	3	29	·	·	1
COc1ccc(-c2nc(NC(=O)C3CC(=O)N(c4ccc5c(c4)OCCO5)C3)sc2C)cc1 (centres undefined)	-24	-3	i	7	-5	-24	0	8	3	1
COc1ccccc1-n1c(CNC(=O)c2ccccc2)nnc1SCC(=O)Nc1nnc(C)s1	·	·	·	-3	1	·	·	-3	3	·
Cc1cc(=O)n2nc(N3CCCC(C(=O)NCc4ccc5c(c4)OCO5)C3)sc2n1 (centres undefined)	-4	0	i	0	1	-2	13	4	-2	-2
O=C(COC(=O)c1ccc(OC(F)F)cc1)NCCCN1CCCC1=O	·	-1	i	12	0	·	10	0	-1	1
O=C(CSc1c(Cl)cccc1Cl)N1CCC(c2nc3ccccc3s2)CC1	-6	-15	i	3	0	-4	13	-4	-1	-5
CC(C)OC(=O)c1c(NC(=O)c2cccs2)sc2c1CCCC2	9	-4	i	-1	-6	6	-1	-1	-2	5
Cc1cc(C)cc(N(CCC(=O)Nc2nnc(C)s2)S(=O)(=O)c2ccc(Cl)cc2)c1	-14	1	i	0	-8	-3	11	-1	0	6
COc1ccc(OC)c(-n2c(C)cc(/C=C3\C(=N)N4N=C(CC(=O)N5CCOCC5)SC4=NC3=O)c2C)c1	9	6	i	-2	8	4	13	-3	-3	0

The final three compounds of the section above lead into the next:
molecule	HSF-1 act	Platelet DG rel	PolyA inhibitor	GSK3 alpha inh	HDAC3 inh	HSF1 inhib	AI-2 QS modul	Dyrk1A ADPGlo	HSP90 refold inh	GSK3B inh
CC(C)OC(=O)c1c(NC(=O)c2cccs2)sc2c1CCCC2	9	-4	i	-1	-6	6	-1	-1	-2	5
Cc1cc(C)cc(N(CCC(=O)Nc2nnc(C)s2)S(=O)(=O)c2ccc(Cl)cc2)c1	-14	1	i	0	-8	-3	11	-1	0	6
COc1ccc(OC)c(-n2c(C)cc(/C=C3\C(=N)N4N=C(CC(=O)N5CCOCC5)SC4=NC3=O)c2C)c1	9	6	i	-2	8	4	13	-3	-3	0
Cc1ccc(N(C(=O)c2csnn2)C(C(=O)NC2CCCCC2)c2cccnc2)cc1C (centres undefined)	-26	-22	i	3	1	-3	-9	3	0	3
Cc1c(C(=O)N2CCN(c3ccccc3)CC2)oc2c1C(=O)CC(C)(C)C2	0	5	i	-2	0	-2	22	4	-3	-3
CCOC(=O)C1CCCN(S(=O)(=O)CCNC(=O)c2ccccc2)C1 (centres undefined)	0	1	i	-2	2	-6	-20	11	·	-2
Cc1ccc(NC(=O)c2ccc3c(c2)nnn3C)cc1	-1	-6	i	-5	1	8	6	1	3	1
O=C(NNC(=O)c1oc2ccccc2c1-n1cccc1)c1ccco1	3	-1	i	-4	-8	0	12	5	-4	-2
CC(C)NS(=O)(=O)c1ccc(NC(=O)NC2CCCCC2)cc1	14	-5	i	3	-4	-10	0	-5	-2	0
CCCCn1c(N)c(N(CCC(C)C)C(=O)C(C)N2C(=O)c3ccccc3C2=O)c(=O)[nH]c1=O (centres undefined)	0	12	i	0	1	2	18	-1	·	3
O=C(Cc1n[nH]c(=O)c2ccccc12)OCC(=O)c1ccc(F)cc1	12	-49	i	0	-1	-1	35	0	·	1
COc1cccc(N2CCN(CC(=O)NC(=O)NCc3ccco3)CC2)c1	16	1	i	-1	3	-10	21	·	0	0
O=C(C(c1ccccc1)c1ccccc1)N1CCOCC1	1	-2	i	2	-2	-5	2	1	47*	1
COc1ccc(-c2c[n+](CC(=O)c3cccs3)c3n2CCC3)cc1	14	10	i	-5	2	-1	5	3	-2	-2
O=C(NCCc1ccccc1)C(=O)NCC1OCCN1S(=O)(=O)c1ccc(F)cc1 (centres undefined)	2	-2	i	-1	-8	-1	15	2	0	1
CCN(CC)c1ccc(C=NCCc2ccc(S(N)(=O)=O)cc2)cc1	·	-14	i	-6	-4	·	8	2	-7	1
O=c1c(Br)c(NCc2ccccc2)cnn1-c1ccc(F)cc1	17	4	i	1	-1	7	-63	0	-3	4
O=C1CCN(CCc2ccccc2)CCN1CCSc1ccccc1	6	0	i	-5	1	4	-4	-3	0	-4
CCc1nc2oc3ccccc3c(=O)c2c(=O)n1CCOC	0	-4	i	3	1	-1	38	17	2	4
COC(=O)c1ccc(NC(=O)C2CCN(C(=O)c3cc(OC)c(OC)c(OC)c3)CC2)cc1	9	·	i	-1	4	1	·	-6	0	·
COc1ccc(-n2c(=S)[nH]c3cc(C(=O)NCc4cccnc4)ccc3c2=O)cc1	-4	10	i	-1	-2	0	18	6	-1	0
Cc1[nH]c2ccccc2c1NC(=O)CN1CCN(Cc2ccc3c(c2)OCO3)CC1	5	29	i	·	·	-7	34	·	7	4
NC(=O)c1ccc(C(=O)N/N=C/c2cccc(Oc3ccccc3)c2)cc1	19	-2	i	0	0	1	25	0	-3	-3
CCOc1ccc(N(CC(=O)NC2CCCCC2)C(=O)CCC(=O)Nc2cc(C)ccn2)cc1	20	-2	i	0	1	5	20	0	-2	-2
CCOC(=O)c1cc2cc(OC)ccc2nc1C	11	66*	i	-2	-1	-4	3	3	2	-9
COc1ccccc1CNS(=O)(=O)c1c(C)nc2sccn2c1=O	-7	-3	i	0	-6	-6	25	7	-2	3
C/C(=N\NC(=O)c1c[nH]c2ccccc12)c1ccccn1	28	1	i	4	5	8	68	·	2	-3
Cc1ccc(NS(=O)(=O)c2cccc(C(=O)NCC(c3ccco3)N3CCCCC3)c2)cc1 (centres undefined)	5	3	i	0	9	-14	0	-3	1	3
CC(=O)C(Cc1ccccc1)NC(=O)CN1CCc2ccccc2C1 (centres undefined)	16	-2	i	-2	-8	4	-5	·	1	0

This is a subset. The share of hits here may be higher or lower than overall.
